# TCR act: T cell receptor activation. primary human leukocytes, anti-CD3, IL-2 HTRF, 48 h. Potency, µM (doses to about 9.22 µM), without a hit: at the top dose activation of IL-2 secretion, most hits filed as activators. 330,000 tested, under 10 active; note: % of control where 0% means no effect
#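 Compounds are tested in HTS on primary human leukocytes co-incubated with a-CD3 beads for 48 hr. IL-2 output is measured by time-resolved FRET.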
# PTAP TSG101 blk: blocks PTAP/TSG101 interaction to inhibit HIV-1 budding; Q99816; Fluorescence polarization, FITC-PTAP peptide / Tsg101 binding; Potency, µM (titrated, usually from 115 µM), for the others: top-dose activity change, negative = inhibition, actives largely listed as inhibitors; 340,000 tested, under 10 active; AID 493005; active = well fitted inhibition curve with a large enough effect in the main read-out, with a control signal flat, not every such curve was filed as active; inconclusive = small, poorly fitted or top-dose-only effect, or effect the other way, or a change in a side signal; inactive = no such curve, though single readings can be large or run the other way; note: potency is the fitted concentration of half-maximal effect; % of control where 0% means no effect
#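 Compounds were pin-transferred onto Tsg101 binding domain (10 uM final) in HEPES pH 7.5 buffer, then FITC-PTAP peptide was added at 50 nM final. After 20 min at RT, polarization reported peptide displacement across a qHTS concentration series.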
# Mito fusion yeast: inhibitors of mitochondrial division or activators of mitochondrial fusion | S. cerevisiae fusion-defective mutant growth rescue, CellTiterGlo 48 h | Potency, µM (highest dose often 46.1 µM), inactives show at the highest dose growth rescue (activation), usual class: activators | 0.23% of 320,000 active;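 note: potency is the fitted concentration of half-maximal effect; % of control where 0% means no effect; nearly all actives have a fitted effect of over 45% in size; temperature-sensitive fusion mutants such as fzo1-1 at 37 °C on non-fermentable ethanol glycerol medium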
#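 Luminescent cell viability in 1536-well qHTS format served as the measure of rescued growth in ts fusion-mutant S. cerevisiae cultured on non-fermentable YPEG for 48 hours at 37C.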
# CXXC DNA block: inhibitors of human MLL CXXC domain-DNA interaction | Potency, µM (highest dose often 115 µM), inactives show at the top dose activity change, negative = inhibition, most hits filed as inhibitors | 0.037% of 290,000 active | AID 2662 | MLL-CXXC / FITC-HOXA9 DNA fluorescence polarization; active = well fitted inhibition curve with a large enough effect in the polarisation, with a control signal flat, not every such curve was filed as active; inconclusive = small, poorly fitted or top-dose-only effect, or effect the other way, or a change in a side signal; inactive = no such curve, though single readings can be large or run the other way; the % refers to the polarisation; note: potency is the fitted concentration of half-maximal effect
#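 Purified MLL-CXXC (added from a 7 uM solution) was preincubated 5 min at ambient with pinned compounds in 50 mM Tris-HCl pH 7.5, 50 mM NaCl, 1 mM DTT, 0.05% BSA. Fluorescein-labeled HOX-A9 DNA (50 nM solution) followed, 30 min, then polarization read.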
# A-T KAP1 phos: potential ataxia-telangiectasia treatment; […] A-T fibroblasts, KAP-1 phosphorylation AlphaLISA; neocarzinostatin DNA damage 30 min before lysis; Potency, µM (highest dose often 57.5 µM), for inactives: at the top dose activation, usual class: activators; 0.19% of 320,000 active; AID 485349; note: potency is the fitted concentration of half-maximal effect; % of control where 0% means no effect; nearly all actives have a fitted effect of over 45% in size
#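 hTERT-immortalized A-T patient fibroblasts ([…]), 500 cells/well in OPTI-MEM, 1% FBS, got compounds for 60 min, then NCS for 30 min at 37C. Lysates were then assayed for phospho-KAP-1 by AlphaLISA (anti-pKAP1 donor, anti-KAP1 acceptor beads), 6 hr at 25C.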
# a7 integrin act: integrin-mediated muscular dystrophy alleviation activation; alpha7betagal myoblasts, beta-gal FDG fluorescence, 48 h; Potency, µM (titrated, usually from 38.3 µM), inactives show at the highest dose activation, actives largely listed as activators; 0.064% of 350,000 active;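 note: potency is the fitted concentration of half-maximal effect; 100% = response of the positive control SU9516; nearly all actives have a fitted effect of over 60% in size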
#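 Alpha7betagal+/- myoblasts (passage 13) were plated 16-24 hr, then exposed to compounds (1:260 dilution of DMSO stock) for 48 hours at 37C. After MPER lysis, β-galactosidase reporter activity was read as FDG fluorescence (ex 480/em 540) after 30 minutes.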
# S-ASM inh: blocks human secretory acid sphingomyelinase. P17405. placental ASM, HMU-PC fluorogenic substrate, 60 min. Potency, µM (highest dose often 57.5 µM), without a hit: at the highest dose activity change, negative = inhibition, hits mostly inhibitors. 0.006% of 340,000 active; note: potency is the fitted concentration of half-maximal effect
# Target sequence (P17405 47-631 limits assumed): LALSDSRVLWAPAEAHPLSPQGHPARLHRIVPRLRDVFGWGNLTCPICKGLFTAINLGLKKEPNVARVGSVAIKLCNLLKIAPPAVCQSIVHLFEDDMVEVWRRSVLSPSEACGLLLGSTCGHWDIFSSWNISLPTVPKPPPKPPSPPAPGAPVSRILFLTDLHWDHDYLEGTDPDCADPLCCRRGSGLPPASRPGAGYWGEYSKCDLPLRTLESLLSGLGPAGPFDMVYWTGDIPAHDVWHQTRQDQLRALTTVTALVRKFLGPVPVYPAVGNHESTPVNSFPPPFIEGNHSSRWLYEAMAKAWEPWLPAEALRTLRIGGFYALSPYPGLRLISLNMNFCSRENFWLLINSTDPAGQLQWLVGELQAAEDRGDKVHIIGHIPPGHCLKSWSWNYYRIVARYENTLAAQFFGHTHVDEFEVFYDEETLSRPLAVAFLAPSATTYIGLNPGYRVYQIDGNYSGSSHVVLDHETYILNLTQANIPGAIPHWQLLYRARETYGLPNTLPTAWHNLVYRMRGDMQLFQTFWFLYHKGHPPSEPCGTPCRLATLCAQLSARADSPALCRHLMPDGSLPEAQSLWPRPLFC
#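 Human placenta-derived ASM enzyme was preincubated with compound for 10 minutes at room temperature, then given fluorogenic substrate HMU-PC0 (9 uM final) for 60 minutes at 37 °C; a pH 10 stop preceded fluorescence reading at Ex 386/Em 447 nm.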
# TSHR antagonist: blocks TSH signaling through the human TSH receptor; TSHR-expressing cells, TSH-stimulated cAMP HTRF, 2 h; stronger effect = lower value; activity change, negative = inhibition, % at 11.5 µM; 0.2% of 330,000 active; AID 504810;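 active = activity change below a set negative limit, meaning inhibition stronger than a set level, cut at about -70% in these data; inconclusive = activity change between two set negative limits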; note: % is set by controls: 0 for no effect and ±100 for the full control effect
#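 Read-out is FRET at 665 nm (cryptate excitation 337 nm) from a cryptate-tagged anti-cAMP antibody, competed by cell cAMP against cAMP-d2. Compounds are tested on freshly harvested TSHR cells challenged with 4nM TSH (EC80) for 2 hours at 37 deg C.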
# MBNL1 CUG block: inhibitors of human MBNL1 binding to CUG repeat RNA. Q9NR56. TR-FRET MBNL1-His/biotin-(CUG)12 binding, 665/545 ratio. Potency, µM (highest dose often 57.5 µM), inactives show top-dose activity change, negative = inhibition, actives largely listed as inhibitors. 0.036% of 280,000 active; active = well fitted inhibition curve with a large enough effect in the signal ratio, with a control signal flat, not every such curve was filed as active; inconclusive = small, poorly fitted or top-dose-only effect, or effect the other way, or a change in a side signal; inactive = no such curve, though single readings can be large or run the other way; the % refers to the signal ratio; note: potency is the fitted concentration of half-maximal effect; % is set by controls: 0 for no effect and ±100 for the full control effect
# Target sequence (Q9NR56 whole entry, looked up): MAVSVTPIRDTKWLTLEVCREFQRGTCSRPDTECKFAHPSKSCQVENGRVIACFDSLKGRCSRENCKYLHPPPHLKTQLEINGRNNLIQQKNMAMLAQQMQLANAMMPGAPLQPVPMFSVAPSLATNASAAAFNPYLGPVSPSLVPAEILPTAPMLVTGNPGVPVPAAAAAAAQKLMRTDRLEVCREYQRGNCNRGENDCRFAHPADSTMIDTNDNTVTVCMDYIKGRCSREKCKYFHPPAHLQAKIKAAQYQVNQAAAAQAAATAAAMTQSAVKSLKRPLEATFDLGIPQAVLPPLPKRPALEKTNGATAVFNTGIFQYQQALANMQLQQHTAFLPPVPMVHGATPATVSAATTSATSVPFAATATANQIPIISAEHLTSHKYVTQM
#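 Compounds (final 92 nM to 58 uM) are added to His-tagged MBNL1 and biotin-(CUG)12, then terbium anti-His antibody and streptavidin-XL665 (5 nM final). After 60 min at room temperature, the 665/545 nm ratio is read.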
# Menin-MLL TR inh: displaces Texas Red mutant MLL peptide from human menin; Menin + Texas Red MLL mutant peptide, fluorescence polarization; Potency, µM (top dose mostly 61.6 µM), for inactives: top-dose FP activity change, negative = inhibition, usual class: inhibitors; 0.23% of 270,000 active; active = well fitted inhibition curve with a large enough effect in the polarisation, with a control signal flat, not every such curve was filed as active; inconclusive = small, poorly fitted or top-dose-only effect, or effect the other way, or a change in a side signal; inactive = no such curve, though single readings can be large or run the other way; the % refers to the polarisation; note: potency is the fitted concentration of half-maximal effect; % of control where 0% means no effect; many of its hits are not listed in these tables
# * marks the source's active call; other numbers are inactive results; ? = inconclusive; · = no result given; [ ] = remark or other dose. Unless noted, calls come from the whole dose curve; as a rule, active = well fitted curve in the direction sought with a large enough effect; inconclusive = small, poorly fitted or top-dose-only effect, or another doubt; inactive = no such curve, though single readings can be large; an effect the other way counts as inactive or inconclusive. A portion of the library; count on the stated rates, not on these rows.
SMILES	A-T KAP1 phos	CXXC DNA block	Menin-MLL TR inh	PTAP TSG101 blk	a7 integrin act	S-ASM inh	MBNL1 CUG block	Mito fusion yeast	TSHR antagonist	TCR act
COc1ccc(CNC(=O)CN(c2ccc(C(C)=O)cc2)S(=O)(=O)c2ccc(C)cc2)cc1OC	0%	·	·	-1%	-5%	-1%	·	·	-7	2%
CCOc1ccc(N2CC(C(=O)Nc3nnc(Cc4ccccc4)s3)CC2=O)cc1 (configuration not stated)	-3%	11%	-13%	0%	20%	-1%	2%	1%	3	-5%
CCOC(=O)C1(C)NC(c2ccc(N(C)C)cc2)C2C(=O)N(CC)C(=O)C21 (configuration not stated)	0%	6%	-1%	-5%	-12%	4%	-2%	0%	-11	-3%
Cn1nc(C(C)(C)C)cc1C(=O)NCc1ccc(N2CCCC2=O)cc1	1%	-2%	-6%	-4%	-57%[inhibitor][7.66 µM]	4%	-7%	-2%	-22	-6%
COc1c(C)cc(Br)cc1C(=O)Nc1ccc(Cc2ccncc2)cc1	10%	-3%	-21%	0%	-20%	4%	2%	-13%	10	0%
CCOC(=O)N1CCN(C2=C(NS(=O)(=O)c3ccc(C)cc3)C(=O)c3ccccc3C2=O)CC1	-30%	-3%	·	0%	2%	-8%	?	8%	-7	4%
COc1cc(-c2c(-c3cccc(C)c3)oc3ccccc23)cc(OC)c1OC	6%	5%	-14%	-5%	-18%	-7%	0%	2%	28	1%
CCOC(=O)C1=C(C)NC2=C(C(=O)CC(C)(C)C2)C1c1ccsc1 (configuration not stated)	-3%	0%	2%	-6%	23%	305%[activator]	9%	3%	-5	-22%
OC(COc1ccccc1Cl)CN1CCN(CC(O)COc2ccccc2Cl)CC1 (configuration not stated)	-2%	1%	?	0%	-51%[inhibitor]	5%	-7%	-13%	4	1%
CCCCCCn1c(N2CCN(c3ccccc3)CC2)nc2c1c(=O)n(C)c(=O)n2C	0%	-4%	?	1%	-20%	?	-6%	?	-10	4%
CC(C)(C)n1nnnc1C(c1cccs1)N1CCCc2ccccc21 (configuration not stated)	·	-1%	-1%	-2%	-5%	-2%	4%	-4%	·	4%
COCC(=O)Nc1nnc(Cc2ccc(OC)c(OC)c2)s1	3%	-5%	8%	-1%	2%	0%	3%	-8%	0	·
COc1cc(-c2c(C#N)c(N)nc3c2CCCC3)cc(OC)c1OC	2%	14%	-2%	-2%	23%	29%	2%	8%	2	-3%[46.1 µM]
Cc1ccccc1N(CC(=O)N/N=C/c1ccc(N(C)C)cc1)C(=O)c1ccccc1	0%	49%[activator]	·	5%	-1%	72%[activator]	?	1%	15	-7%
C=CCn1c(COc2ccccc2F)nnc1SCCN1C(=O)c2ccccc2C1=O	2%	4%	?	0%	0%	6%	17%	8%	-1	1%[46.1 µM]
CC(C)N(Cc1nnc(-c2ccc(Cl)cc2)o1)C(=O)C1=COCCO1	16%	·	·	-2%	?	0%	·	2%	-9	4%
CC(=O)Nc1ccc(-c2nc3ccccc3c(=O)o2)cc1	14%	10%	-1%	-5%	2%	2%	0%	5%	23	10%
COc1cccc(NC(=S)N2CCN(c3ccc([N+](=O)[O-])cc3)CC2)c1	-1%	8%	?	-1%	-22%	-12%	9%	-1%	-5	3%
CCC1=C(OC(=O)N(CC)CC)N2C(=O)OC(=NCCOC)[C@]2(Cc2ccccc2)[C@H]2C1=CC[C@H]1C(=O)N(CC(=O)OC)C(=O)[C@H]12	-39%	12%	-9%	·	-21%	1%	-2%	?	-5	5%
O=C(N/N=C/c1ccncc1)c1nc(-c2ccccc2)n2c1CCCCC2	-9%	5%	30%[activator]	-3%	-7%	-1%	22%	1%	-11	-1%
O=c1cc(-c2ccccc2Cl)oc2c(NS(=O)(=O)c3cccs3)ccc(O)c12	-5%	4%	·	1%	-27%	-12%	3%	-5%	-6	7%
CC(C)N(C(=O)Cn1cc(SCC(N)=O)c2ccccc21)C(C)C	2%	7%	-1%	-5%	4%	0%	-2%	-5%	7	1%
CCOC(=O)Cc1csc(NC(=O)CSc2nc(=O)[nH]c3c2CCC3)n1	3%	·	·	-4%	-15%	3%	·	0%	-6	1%
COc1ccc(NC(=O)C2CCN(c3ncnc4c3nc3n4CCCCC3)CC2)cc1Cl	-1%	14%	21%	-7%	0%	-1%	3%	5%	-14	-6%
Oc1ccc(Br)cc1CNc1nccs1	8%	-5%	18%	-7%	-16%	3%	0%	-7%	-1	-4%
Cn1nnnc1SCC(=O)N1c2ccccc2Sc2ccccc21	5%	0%	-7%	-5%	-1%	1%	-7%	5%	-24	2%
CCN(CC)S(=O)(=O)c1ccc(C)c(NC(=O)CSc2nnnn2C)c1	3%	·	·	-3%	1%	0%	·	·	26	-7%
COc1cccc(OC)c1OCCN1CCN(C(c2ccccc2)c2ccccc2)CC1	-7%	17%	?	-1%	-22%	0%	-1%	-18%	1	-4%
CCOC(=O)c1cc(CC)sc1NC(=O)c1ccc2c(c1)OCCO2	8%	6%	28%	-2%	-28%	7%	2%	20%	-11	2%
Cc1cc(C)n(CC(=O)n2nc(C)cc2C)n1	5%	-4%	0%	-3%	21%	3%	2%	-7%	-5	2%
Cc1cc[n+](Cc2ccccc2)c(N)c1	10%	·	·	-4%	13%	2%	·	0%	-1	0%
CCn1c(=O)cc(SCC(=O)NCC2CCCO2)c2ccccc21 (configuration not stated)	12%	-3%	17%	·	2%	0%	-1%	-5%	0	·
CCOc1cc(C(=O)O/N=C(\N)c2ccccn2)cc(OCC)c1OCC	12%	-16%	1%	0%	0%	3%	-3%	-1%	16	-5%
Cc1onc(-c2c(Cl)cccc2Cl)c1C(=O)N1C(C)CCCC1C (configuration not stated)	·	·	·	-5%	44%	0%	·	·	·	-4%
Cc1ccc(-c2nn(-c3ccc(F)cc3)cc2C(=O)NCCCN2CCCC2=O)cc1	12%	·	·	0%	23%	-2%	·	4%	0	3%
O=C(NCc1ccc2c(c1)OCO2)c1ccc(S(=O)(=O)N2CCCCC2)cc1	-4%	17%	6%	-6%	4%	-1%	1%	1%	-3	-2%
CC(C)(C)C(CCl)C(=O)NN=C(c1ccccc1)c1ccccc1 (configuration not stated)	14%	·	·	0%	15%	0%	·	-6%	8	-1%
CCCCNC(=O)c1cc(-c2ccc(F)cc2)on1	-3%	-4%	-10%	-7%	?	4%	-9%	7%	-8	-4%[46.1 µM]
Cc1ccccc1C(=O)Nc1ccc(S(=O)(=O)Nc2onc(C)c2C)cc1	-15%	-5%	·	1%	-8%	8%	-5%	-2%	3	-6%
Cc1cc2c(ncn2C)c(NS(=O)(=O)c2cc(Cl)ccc2Cl)c1C	-3%	2%	4%	-8%	?	2%	?	19%	-4	3%
COC(=O)CN1C(=O)C2(C(C#N)=C(N)Oc3n[nH]c(-c4cccs4)c32)c2ccccc21 (configuration not stated)	·	7%	3%	-1%	-12%	3%	-3%	-7%	·	1%
CCN(CCCC(=O)c1ccc(F)cc1)CCc1ccccc1	15%	3%	-28%	1%	-8%	3%	1%	-2%	36	2%
CCCSc1nnc(NC(=O)CSc2sc3c(O)cc(=O)[nH]c3c2C#N)s1	-3%	9%	?	-1%	-5%	-18%	24%	-3%	-2	-7%
CC(C)c1ccc(/C=C/c2[nH]c(=O)[nH]c(=O)c2[N+](=O)[O-])cc1	8%	3%	?	-5%	-38%	-6%	4%	-3%	9	9%
COC(=O)c1ccc(CO/N=C/c2ccccc2OC)cc1	17%	8%	8%	-1%	28%	-6%	-4%	4%	4	-4%
O=C(Nc1ccccc1Sc1ccccc1)c1ccc(F)cc1	8%	4%	5%	-5%	-36%	-7%	·	11%	-6	-2%[46.1 µM]
Cc1ccn2c(=O)nc(SCC(=O)NC3CCCCC3)nc2c1	-4%	·	·	-4%	-6%	1%	·	-1%	·	-2%
CC1CCCCC12NC(=O)N(CC(=O)c1ccc(Cl)s1)C2=O (configuration not stated)	2%	3%	·	-6%	?	2%	10%	-2%	-5	6%
Cn1c(-c2ccccc2)cnc1NCc1cccc([N+](=O)[O-])c1	-3%	3%	6%	-1%	-32%	-5%	16%	-6%	-15	7%
CN1CCN(C(=O)Nc2cccc3ccccc23)CC1	-2%	4%	0%	·	2%	6%	11%	2%	5	·
CCOc1cccc(NC(=O)c2cccc(F)c2)c1	3%	-8%	12%	-2%	0%	5%	-5%	5%	-7	-4%

# High-throughput results: PubChem, National Center for Advancing Translational Sciences (NCATS)
